SENP7 block = SENP7 protease inhibition | Q9BQF6 | recombinant SENP7, Z-RLRGG-aminoluciferin luminescence, 40 min | inhibition, % at 5 µM | actives 1.5% (n = 330,000) | AID 434973;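 active = inhibition above about 50% at the single test dose, limit read from the data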;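 also: plate controls were DMSO with enzyme for no effect and no enzyme buffer wells for full effect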
Apaf1 inhib = human Apaf-1 inhibition | reconstituted apoptosome caspase-3 activity, DEVD-Rh110 fluorescence | actives 0.71% (n = 330,000) | inhibition, % at 20 µM | AID 489030 | O14727; active = inhibition of at least 40% at 20 µM;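 also: plate controls were DMSO wells for no effect and DEVD-CHO caspase inhibitor wells for full effect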
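System – cell-free apoptosome with Apaf-1, procaspase-3 and caspase-9 · Buffer or medium – pH 7.5 Hepes buffer with CHAPS, BSA, DTT · Also added – cytochrome c with DEVD-Rh110 · Times – 30 min compound preincubation, 50 min activation, room temperature · Technique – Rh110 fluorescence intensity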
UBC13 inh = blocks human UBC13 polyubiquitin chain formation. P61088. TR-FRET. inhibition, % at 20 µM. actives 0.47% (n = 330,000). AID 485273; in the data active = inhibition above about 45%, passing the limit was not always enough
Target sequence (P61088 whole entry, looked up): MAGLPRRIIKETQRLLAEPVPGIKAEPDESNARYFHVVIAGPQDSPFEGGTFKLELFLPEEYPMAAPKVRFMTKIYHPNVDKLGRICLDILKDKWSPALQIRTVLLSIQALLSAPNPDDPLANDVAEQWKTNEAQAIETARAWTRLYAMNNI
SENP8 block-1 = blocks human SENP8 cleavage of Nedd8 substrate; AID 602440; Q96LD8; actives 0.64% (n = 360,000); recombinant SENP8, Nedd8 substrate fluorescence; inhibition, % at 20 µM; in the data active = inhibition mostly above about 40%, no sharp cut-off; inactive = mostly below about 27%
SENP6 block = inhibitors of human SENP6 protease. Recombinant SENP6 catalytic domain, aminoluciferin luminescence. inhibition, % at 10 µM. actives 1.8% (n = 330,000);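 active = inhibition above about 50% at the single tested dose, limit read from the data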;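 also: plate controls were DMSO wells with enzyme for no effect and DMSO wells lacking enzyme for full effect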
Target sequence (Q9GZR1 628-1112 limits assumed): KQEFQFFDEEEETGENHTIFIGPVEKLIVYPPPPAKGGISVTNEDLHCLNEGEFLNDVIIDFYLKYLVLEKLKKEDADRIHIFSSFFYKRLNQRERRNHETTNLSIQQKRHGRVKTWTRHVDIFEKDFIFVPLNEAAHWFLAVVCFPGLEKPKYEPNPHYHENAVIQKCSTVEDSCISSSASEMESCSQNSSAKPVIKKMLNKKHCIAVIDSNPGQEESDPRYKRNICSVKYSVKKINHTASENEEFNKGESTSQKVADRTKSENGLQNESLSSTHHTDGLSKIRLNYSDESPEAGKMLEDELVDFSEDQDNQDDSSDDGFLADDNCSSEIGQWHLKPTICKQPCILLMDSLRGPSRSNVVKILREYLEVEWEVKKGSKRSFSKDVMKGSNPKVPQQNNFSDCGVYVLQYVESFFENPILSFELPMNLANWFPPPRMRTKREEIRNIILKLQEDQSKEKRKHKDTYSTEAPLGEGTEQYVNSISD
SENP8 block-2 = blocks the human protease SENP8. Q96LD8. purified SENP8, Z-RLRGG-aminoluciferin cleavage, luminescence. inhibition, % at 10 µM. actives 1.2% (n = 330,000). AID 2540; in the data active = inhibition above about 50%
A3G deaminase = APOBEC3G (human) deaminase inhibition. Q9HC16. recombinant A3G, ssDNA deamination FAM/TAMRA fluorescence. inhibition, % at 20 µM. actives 0.28% (n = 330,000);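 active = inhibition of at least 40% at 20 µM, with no more than 30% in the related APOBEC3A deaminase screen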;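 also: plate controls were DMSO wells with A3G for no effect and wells lacking A3G enzyme for full effect; some compounds called inactive have numbers as strong as hits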
SENP1 FRET inh = blocks the human SENP1 SUMO protease catalytic domain; actives 0.21% (n = 360,000); recombinant SENP1 catalytic domain, CyPet-SUMO1-YPet FRET cleavage; inhibition, % at 10 µM;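 active = inhibition at least 30% at 10 µM, raw YFP signal under a set limit, fluorescence ratio 0.5 to 1.5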;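 also: 0% = enzyme with DMSO and 100% = no enzyme wells; some results filed as inactive read as strong as hits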
Target sequence (Q9P0U3 419-644 limits assumed): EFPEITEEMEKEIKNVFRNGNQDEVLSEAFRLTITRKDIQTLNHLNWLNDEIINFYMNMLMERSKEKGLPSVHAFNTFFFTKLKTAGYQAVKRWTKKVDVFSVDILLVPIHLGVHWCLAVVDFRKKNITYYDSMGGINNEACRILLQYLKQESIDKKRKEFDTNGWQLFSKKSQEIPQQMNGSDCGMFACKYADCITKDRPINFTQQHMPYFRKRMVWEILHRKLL
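Material: hSENP1 catalytic domain, recombinant; medium: Tris pH 8 with BME, BSA, NP40 and catalase; compound: single concentration of 10 µM compound, 0.5% DMSO final; technique: FRET read of cyan and yellow fluorescence; timing: 50 min enzyme reaction, room temperature, light-protected; reagent: SFCypet-SUMO1-SFYpet substrate at 25 nM; control set: no-enzyme low, enzyme-DMSO high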
* hit, by the source's call; / = no result given.

entry	structure	SENP7 block	Apaf1 inhib	UBC13 inh	SENP8 block-1	SENP6 block	SENP8 block-2	A3G deaminase	SENP1 FRET inh
1	Cc1nc2ccc(NC(=O)c3ccc(Cl)s3)cc2s1	1	5	0	-9	-1	-11	0	-2
2	CCOC(=O)c1c(Nc2ccccc2N)cc(C)nc1C	7	-9	2	21	18	-3	-3	3
3	CC(=O)Nc1ccc(N2C(=O)CC(Sc3nccc(C)n3)C2=O)cc1 (stereo not drawn)	3	-9	6	17	-2	5	-9	1
4	CCOC(=O)c1c(N)sc(C(=O)OCCOC)c1C	-4	-7	3	1	-9	-1	34	-2
5	CC(C)(C)c1nnc(NS(=O)(=O)c2cc(Cl)ccc2Cl)s1	-6	-5	-13	6	-3	5	-9	-23
6	CCOc1ccc(Br)cc1S(=O)(=O)N1CCCC1	-2	2	-8	15	3	4	-5	-1
7	O=C(COC(=O)/C=C/c1cccc(Cl)c1Cl)Nc1ccc2[nH]c(=O)[nH]c2c1	-2	-20	6	15	-1	13	-6	-1
8	O=c1cc(CSc2nnc(COc3cccc4ccccc34)o2)c2ccccc2[nH]1	-7	19	-10	12	-16	-3	-6	2
9	CCOC(=O)C1=C(CC)Nc2ccccc2N=C1N	-11	10	-15	9	-7	-2	-2	2
10	O=C(Cc1ccc(-n2c(=O)c3ccccc3n(Cc3ccccc3Cl)c2=O)cc1)NCC1CCCO1 (stereo not drawn)	1	-17	-4	-23	-29	-5	0	1
11	O=C(Nc1ccc2oc(=O)ccc2c1)c1ccc2ccccc2c1	5	10	0	-240	-13	-8	4	1
12	C=CCn1c(SCC(=O)/C(C#N)=C(\C)N)nc2sc(C)c(C)c2c1=O	7	17	0	10	0	-2	0	1
13	O=C(CSc1ccccc1)NCCc1ccccc1	1	-1	-6	12	17	-1	-2	4
14	CCOC(=O)C(=Cc1ccc(-n2cncn2)cc1)C(=O)OCC	-9	-3	0	5	-6	7	-4	-1
15	Cc1ccc(NC(=O)c2ccc(S(=O)(=O)NCc3cccnc3)cc2)c(C)c1	-18	8	-1	14	-42	-13	-6	-2
16	O=C(CSc1nc2ccccc2n1Cc1ccccc1Cl)N/N=C/c1ccccc1C(=O)O	5	0	-16	27	11	-6	-6	1
17	O=C(COC(=O)c1c[nH]c(=O)[nH]c1=O)Nc1ccccc1F	-5	-6	-10	7	21	-8	-5	2
18	Cc1ccc(C)c(OCC(=O)N/N=C/c2c(C)nn(-c3ccccc3)c2Cl)c1	6	28	4	/	-11	3	-3	/
19	S=C(NCCc1ccccc1)N1CCn2cccc2C1c1cccnc1 (stereo not drawn)	-3	6	-8	14	-3	-1	-7	0
20	COc1ccc(/C=C2\CCc3ccccc3C2=O)cc1Cn1cccn1	4	25	4	-1	-25	5	-3	-6
21	COc1ccc(S(=O)(=O)NC(C)C(=O)Nc2cccc([N+](=O)[O-])c2)cc1 (stereo not drawn)	-5	0	-7	7	-5	-4	2	3
22	O=C(COC(=O)c1cc(Br)ccc1O)Nc1ccc2c(c1)OCCO2	-5	10	3	-39	-9	-11	-8	-1
23	Cc1ccc2[nH]c3c(=O)n(CCCN4CCN(C)CC4)cnc3c2c1	-1	-14	10	-162	9	-2	-6	-4
24	COc1cccc(NC(=O)c2nc(S(C)(=O)=O)ncc2Cl)c1	-4	5	45	18	-21	0	-5	1
25	Cc1ccc(S(=O)(=O)c2nc(S(C)(=O)=O)sc2N2CCC(O)CC2)cc1	10	-5	-7	8	-2	-8	-4	-1
26	CCCNC(=O)NC(C)C12CC3CC(CC(C3)C1)C2 (stereo not drawn)	-5	3	-8	20	-24	-11	-5	-1
27	Cc1c(C(=O)OCCOC(C)C)[nH]c2c1C(=O)CC(c1ccco1)C2 (stereo not drawn)	8	14	5	-70	0	-5	14	-7
28	CC1CC(C)CN(CC(=O)c2cccs2)C1 (stereo not drawn)	7	-1	1	15	-8	5	-8	-1
29	Cc1nc(NC(=S)NC(=O)c2ccccc2)sc1C(=O)N(C)C	2	-18	-4	22	-2	1	-10	1
30	C(=N\Nc1ncnc2sc3c(c12)CCC3)/c1cccs1	-5	8	-13	-59	-19	-7	-4	-8
31	CC1CCCC(C)N1/N=C/c1ccccc1C(=O)O (stereo not drawn)	3	-15	6	23	-9	-2	-16	1
32	CN(CCC#N)C(=O)CSc1nnc(-c2c[nH]c3ccccc23)o1	10	-7	14	11	5	-3	-7	1
33	COc1cc(/C=C/C(=O)Nc2ccc(C)cc2)cc(OC)c1OC	3	4	-4	6	0	-3	-4	1
34	O=C(CSc1nc(-c2ccco2)cc(C(F)(F)F)n1)N1CCN(c2ccc(Cl)cc2)CC1	-2	25	-15	4	-18	-9	-1	-3
35	CCc1nnc(NC(=O)c2ccc(COc3cccc(C)c3)o2)s1	0	7	-13	-3	-6	-7	-4	-1
36	CC(/C=N/NC(=O)Cn1nccc1C)=C\c1ccc(C(C)C)cc1	6	10	6	12	-10	-4	-5	0
37	CCC(C(=O)NCc1cccc(C)c1)n1nc(C)c2c(C)n(-c3ccccc3)nc2c1=O (stereo not drawn)	-7	6	1	-19	5	7	-2	1
38	Nc1nc(SCC(=O)Nc2ccc(Oc3ccccc3)cc2)n[nH]1	3	-13	9	4	-23	-4	-4	2
39	Cn1c(SCC(=O)c2ccc3c(c2)OCCO3)nnc1C(F)(F)F	-7	-11	7	9	-1	0	-11	0
40	Cc1ccc(C(=O)NC2CCN(C(=O)Nc3ccc(F)cc3)CC2)cc1	-1	5	1	5	4	3	-5	0
41	COc1cccc(/C(O)=C2/C(=O)C(=O)N(CCN3CCOCC3)C2c2cccs2)c1 (stereo not drawn)	7	1	-10	20	-12	-10	-1	-2
42	CC(C)Cc1nnc(NC(=O)c2ccc3c(c2)OCCO3)s1	-4	27	-12	2	9	-10	-9	-1
43	O=C(CSc1n[nH]c(=O)n1C1CC1)Nc1ccc(Cl)c(Cl)c1	-8	8	-19	5	-14	-4	0	0
44	Cn1ccc(-c2ccccc2)n1	-9	11	-2	18	-21	-13	-11	3
45	O=C1c2ccccc2CSc2c(O)cccc21	5	6	15	1	-6	-7	8	2
46	Fc1ccccc1CNCC1CCCO1 (stereo not drawn)	-1	-11	-3	14	11	-2	0	2
47	COc1ccc(CN(CC(=O)NCc2ccc(F)cc2)C(=O)c2csnn2)cc1	-10	4	-1	11	-15	-11	-9	3
48	CCC(=O)c1cc(F)ccc1OCC(=O)Nc1ccc2c(c1)OCCO2	-9	8	-13	13	-16	-16	-9	0
49	c1ccc2cc(CNCc3cccc4ccccc34)ccc2c1	2	-11	23	16	4	5	-1	0
50	Cc1ccc(CC(=O)Nc2nncs2)cc1	-1	-3	0	5	-4	0	2	-1

Further compounds:
entry	structure	SENP7 block	Apaf1 inhib	UBC13 inh	SENP8 block-1	SENP6 block	SENP8 block-2	A3G deaminase	SENP1 FRET inh
51	CCO[C@@H]1OC(C(=O)NC2CC2)=C[C@H](C2CCCCC2)[C@H]1CCCO	13	2	-3	9	-11	-14	-9	2
52	O=C(CSc1ccccc1C(=O)O)NC1CCCCCCC1	-4	-2	7	15	-7	-1	-1	3
53	Cc1ccccc1C(=O)Nc1nnc(-c2ccco2)s1	73*	-1	4	-197	54*	44	-8	1
54	O=C(Cn1cc2c(n1)CCCC2)NC1CCCCCC1	-3	-4	-1	8	-3	-1	-6	-1
55	CC(NC(=O)Nc1ccccc1)C(c1ccccc1)N1CCOCC1 (stereo not drawn)	0	-4	9	22	5	-1	-2	3
56	CCC(C)NC(=O)C1CCN(c2nc(OC)nc(OC)n2)CC1 (stereo not drawn)	4	2	-1	19	11	-1	-6	-1
57	COc1ccc(/C(O)=C2/C(=O)C(=O)N(c3ccccn3)C2c2ccc(C(C)C)cc2)cc1 (stereo not drawn)	4	14	-12	-31	-5	0	-8	13
58	CCN(CC)C(=O)[C@H]1CC(CC(=O)NCCCn2ccnc2)C(=O)N2CCc3c([nH]c4ccccc34)[C@]12C (stereo partly drawn)	1	-6	6	5	12	-3	-4	0
59	Cc1cccc(NS(=O)(=O)c2ccc(C)c(C(=O)NCc3ccccn3)c2)c1	8	4	1	15	-23	-2	1	3
60	O=C(Nc1ccc2c(c1)OCO2)C1CC(c2ccccc2O)=NO1 (stereo not drawn)	-9	-1	8	32	17	-3	-3	0

Sorted by length of the SMILES (descending): part of the list above.
entry	structure	SENP7 block	Apaf1 inhib	UBC13 inh	SENP8 block-1	SENP6 block	SENP8 block-2	A3G deaminase	SENP1 FRET inh
57	COc1ccc(/C(O)=C2/C(=O)C(=O)N(c3ccccn3)C2c2ccc(C(C)C)cc2)cc1 (stereo not drawn)	4	14	-12	-31	-5	0	-8	13
41	COc1cccc(/C(O)=C2/C(=O)C(=O)N(CCN3CCOCC3)C2c2cccs2)c1 (stereo not drawn)	7	1	-10	20	-12	-10	-1	-2
36	CC(/C=N/NC(=O)Cn1nccc1C)=C\c1ccc(C(C)C)cc1	6	10	6	12	-10	-4	-5	0
9	CCOC(=O)C1=C(CC)Nc2ccccc2N=C1N	-11	10	-15	9	-7	-2	-2	2
50	Cc1ccc(CC(=O)Nc2nncs2)cc1	-1	-3	0	5	-4	0	2	-1

The listing continues.
entry	structure	SENP7 block	Apaf1 inhib	UBC13 inh	SENP8 block-1	SENP6 block	SENP8 block-2	A3G deaminase	SENP1 FRET inh
61	CS(=O)(=O)c1cnc2c(-c3ccc(F)cc3)cnn2c1N	3	-1	10	-22	-5	-7	-4	4
62	Cc1ccccc1C(=O)NC(=S)Nc1ccccc1N1CCCC1	-1	26	-8	-44	41	2	0	-2
63	COc1ccccc1NC(=O)CN1CCN(C(=O)c2ccco2)CC1	-3	-9	6	28	-1	3	-3	-2
64	CC(=O)N1CCN(C(=S)c2ccc([N+](=O)[O-])cc2)CC1	-5	-4	-2	26	0	7	-3	1
65	CCCc1nc2c([nH]1)C(c1cccnc1)C(C#N)=C(N)O2 (stereo not drawn)	2	2	12	12	-17	4	0	1
66	CCN(c1ccccc1)S(=O)(=O)c1ccc(C(=O)Nc2cc(C)ccn2)cc1	-1	6	15	1	-10	-1	-5	1
67	CC(=O)N1CCCc2cc(S(=O)(=O)N3CCCC(C(=O)N4CCN(c5cc(C)ccc5C)CC4)C3)ccc21 (stereo not drawn)	0	14	7	2	1	1	-4	-1
68	Cc1nc2nc(C)c(CCC(=O)N3CCOCC3)c(C)n2n1	0	-2	-3	6	-5	-8	2	0
